From PubChem
KAT2A inh – qHTS Assay for Inhibitors of GCN5L2; 0.21% of 390,000 active; Potency, µM (doses to about 58.9 µM), inactives show top-dose activity change, negative = inhibition, actives largely listed as inhibitors; AID 504327, 2011; Histone acetyltransferase KAT2A (Homo sapiens), Q92830; GCN5L2 HAT assay, ThioGlo1 CoA-SH fluorescence
Target sequence (Q92830 whole entry, looked up): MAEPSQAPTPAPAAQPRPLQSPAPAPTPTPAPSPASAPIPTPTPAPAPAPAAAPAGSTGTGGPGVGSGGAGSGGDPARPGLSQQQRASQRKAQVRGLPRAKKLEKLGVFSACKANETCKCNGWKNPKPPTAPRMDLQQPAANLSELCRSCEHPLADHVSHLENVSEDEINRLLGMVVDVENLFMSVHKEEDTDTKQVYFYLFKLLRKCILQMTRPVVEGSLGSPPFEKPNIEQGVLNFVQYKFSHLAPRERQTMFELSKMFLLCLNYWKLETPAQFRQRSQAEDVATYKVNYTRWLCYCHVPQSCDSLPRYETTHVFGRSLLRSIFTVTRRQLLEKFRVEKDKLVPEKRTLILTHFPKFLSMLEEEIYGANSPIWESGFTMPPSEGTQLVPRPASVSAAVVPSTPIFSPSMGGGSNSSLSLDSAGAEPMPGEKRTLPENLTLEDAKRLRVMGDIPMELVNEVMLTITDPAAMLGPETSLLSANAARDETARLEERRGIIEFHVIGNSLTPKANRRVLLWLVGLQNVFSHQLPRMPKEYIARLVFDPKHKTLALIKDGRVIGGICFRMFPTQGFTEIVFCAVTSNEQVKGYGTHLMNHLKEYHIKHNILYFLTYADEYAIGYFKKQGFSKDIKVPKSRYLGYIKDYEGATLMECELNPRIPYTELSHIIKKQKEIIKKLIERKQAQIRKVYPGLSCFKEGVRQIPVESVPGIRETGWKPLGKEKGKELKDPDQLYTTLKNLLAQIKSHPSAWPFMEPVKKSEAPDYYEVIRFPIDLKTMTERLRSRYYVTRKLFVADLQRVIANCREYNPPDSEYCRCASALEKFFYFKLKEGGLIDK
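Enzyme at 20nM final was mixed with library compounds for 15 min at room temperature. Peptide H3(1-25) at 75uM, acetyl-CoA at 70uM and ThioGlo1 at 50uM were then added. Plates were read immediately and after 20 min (Ex340nm/Em540nm).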
N370S GC mod – qHTS Assay for Inhibitors and Activators of N370S glucocerebrosidase as a Potential Chaperone Treatment of Gaucher Disease | 0.092% of 330,000 active | N370S GC spleen homogenate, 4MU-glucoside fluorescence | Lysosomal acid glucosylceramidase (Homo sapiens), P04062 | Potency, µM (series often up to 59.4 µM), inactives show at the highest dose activity change, negative = inhibition, usual class: inhibitors;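 note: 0% = full enzyme activity and -100% = no enzyme basal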
FEN1 inh – qHTS Assay for the Inhibitors of Human Flap endonuclease 1 (FEN1) | P39748 | Recombinant FEN1 flap cleavage, fluorescence, 15 min | Potency, µM (doses to about 114 µM), without a hit: at the highest dose activity change, negative = inhibition, actives largely listed as inhibitors | 0.35% of 390,000 active; note: nearly all actives have a fitted effect of over 65% in size
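Concentration–response screening of FEN1 (10 nM): 15 min compound preincubation at room temperature, reaction started with 50 nM substrate and read at 0 and 15 min. Corrected, normalized data were fitted by a four-parameter Hill equation.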
The depositor's hits bear a star; u = inconclusive; x = no result given; & = joins results of further samples. Calls come from the whole dose curve; as a rule, active = well fitted curve in the direction sought with a large enough effect; inconclusive = small, poorly fitted or top-dose-only effect, or another doubt; inactive = no such curve, though single readings can be large; an effect the other way counts as inactive or inconclusive. Unless noted, % is set by controls: 0 for no effect and ±100 for the full control effect; potency is the fitted concentration of half-maximal effect. The list is partial, so the mix of outcomes need not match the whole.

SMILES | N370S GC mod | KAT2A inh | FEN1 inh
Cc1nnc(SC(C)C(=O)Nc2ccc(S(=O)(=O)N3CCCCC3)cc2)s1 (stereo not drawn) | -8.7% | -2.5% | 1.9%
Cc1ccccc1OCC(=O)Nc1ccc2nc(SCC(=O)N(C)c3ccccc3)sc2c1 | x | 2.9% | -13.0%
Cn1c(SCC(=O)NC2CCCCC2)nnc1-c1ccncc1 | -19.1% | -0.1% | 12.6%
Cc1cc(NC(=O)CN2CCCC2c2nc3ccccc3s2)no1 (stereo not drawn) | 12.4% | 2.8% | 4.8%
Cc1ccnc(NC(=O)c2cccc(S(=O)(=O)NCc3ccccc3)c2)c1 | -9.2% | -0.7% | 5.2%
CC1(C)Cc2c(cnn2-c2ccccc2)C(NC(=O)CCCN2CCCCC2=O)C1 (stereo not drawn) | -3.4% | -16.1% | 1.5%
O=C(Nc1nccs1)c1cc(-c2ccccn2)nc2c(Cl)cccc12 | -14.2% | 2.5% | u
CCCCOP(=O)(c1ccc(N(C)C)cc1)C(O)c1ccc(N(C)C)cc1 (stereo not drawn) | 0.6% | -1.6% | -2.5%
N#Cc1ccc(C(=O)OCC(=O)Nc2ccc(N3CCOCC3)cc2)cc1 | 0.6% | -5.1% | 2.0%
Nc1nc(SCC(=O)Nc2cc(S(=O)(=O)N3CCOCC3)ccc2Cl)n[nH]1 | 0.4% | 0.2% | -0.1%
CC(C)C[C@H](NC(=O)c1[nH]cnc1C(=O)N[C@@H](C)C(=O)OCc1ccccc1)C(=O)OC(C)(C)C | 7.6% | u | -31.2%
O=C(CCN1C(=O)COc2ccccc21)NCCN1CCc2ccccc2C1 | -12.2% | -5.9% | -3.4%
NC(=O)c1cc(Cc2ccccc2)sc1NC(=O)c1ccco1 | -18.8% | -8.6% | -8.9%
COc1ccc(CNC(=O)COC(=O)CCC(=O)c2cccs2)cc1 | 1.3% | -3.6% | -0.1%
Cc1ccc(-c2nnc(SCC#CCOC(=O)c3cccs3)o2)cc1 | 17.8% | -2.9% | 1.6%
COc1ccc(-n2ncc(N(C)n3cccc3)c(Cl)c2=O)cc1 | 2.5% | 0.6% | -6.0%
CNC(=O)/C(C#N)=C\c1ccc(CNS(=O)(=O)c2ccccc2)o1 | -16.1% | -1.9% | -10.6%
COc1ccc(N2CCN(CC(=O)N3c4ccccc4CC3C)CC2)cc1 (stereo not drawn) | -11.3% | -0.9% | 8.8%
COCCn1c(=O)c(-c2ccccc2)nc2cnc(N3CCOCC3)nc21 | 13.4% | -22.9% | x
Cc1ccccc1NC(=O)COC(=O)CN1C(=O)NC(C)(C)C1=O | 3.5% | -3.0% | -3.1%
COc1ccc(OC)c(CC(=O)NC(c2ccccc2)c2ccccc2)c1 | -3.6% | -12.5% | 2.8%
COc1ccc(NC(=O)Nc2ccc(F)c(Cl)c2)cc1 | 6.7% | -3.9% | -1.2%
CCCNC(=O)C1CCN(c2nc(C)cc(C)n2)CC1 | 0.5% | 0.0% | -0.2%
Cc1c(S(=O)(=O)Nc2ccc3c(c2)OCCO3)cnn1C | -2.4% | -5.0% | 0.9%
O=C(Nc1nnc(C2CC2)s1)c1cc(Cl)sc1Cl | -11.5% | -3.2% | -3.5%
COc1ccc(NC(=S)Nc2ccccc2)cc1 | 1.7%&8.4% | -8.3%&-5.9% | -2.8%&-11.1%
Cc1nc(N2CCOCC2)nc(N2CCC(C)CC2)c1[N+](=O)[O-] | 9.9% | -11.9% | -17.6%
COc1ccccc1OC(=O)CCN1c2ccccc2Sc2ccccc21 | -2.5% | -11.9% | -17.7%
O=C(c1ccccc1NS(=O)(=O)c1cccs1)N1CCCC1 | 2.0% | -5.4% | 10.2%
COc1ccc(-n2c(-c3ccco3)nc3c(cnn3-c3ccccc3Cl)c2=O)cc1 | x | -8.7% | -0.6%
O=C(NCC(c1ccco1)N1CCCC1)c1cccc(S(=O)(=O)N2CCOCC2)c1 (stereo not drawn) | x | -0.4% | -16.4%
CCOC(=O)N1CCC2(CC1)C(C#N)=C(N)Oc1n[nH]c(CSc3ccc(C)cc3)c12 | 7.5% | -3.0% | -10.6%
COc1ccccc1C(=O)NCCCN1CCCC1=O | 4.0% | -7.7% | -1.2%
Cc1cc(C)c(-c2cc(NC(=O)CSc3n[nH]c(N)n3)n(-c3ccccc3)n2)cc1C | -8.6% | -18.2% | 2.7%
COc1cc(NC(=O)c2ccco2)ccc1NC(=O)C(C)C | 7.2% | 0.1% | -1.1%
COC(=O)C(NC(=O)c1cccnc1Cl)C(C)C (stereo not drawn) | -3.9% | -4.0% | 1.0%
Cc1ccc(-c2nn(CCC(=O)NC(C)C)c(=O)c3ccccc23)cc1 | 0.3% | 3.0% | -9.9%
CCc1noc(C)c1C(=O)NNC(=O)COc1ccc(C)c(C)c1 | -5.6% | -15.7% | -4.7%
O=C(NCc1csc(-c2cccs2)n1)Nc1cccc(Cl)c1 | 23.1% | -2.9% | -5.7%
O=C(N/N=C/c1ccco1)c1cc(C2CC2)[nH]n1 | -9.0% | -6.2% | -5.8%
O=S(=O)(NC1CCCCC1Oc1ccccc1)c1ccc(Cl)cc1 (stereo not drawn) | 27.6% | -9.0% | u
CC1CC(C)(C)NC(=S)N1CCC(=O)NCCc1ccc(Cl)cc1 (stereo not drawn) | -4.6% | 8.4% | 5.2%
Nc1cc(-c2ccc(Br)cc2)nc2cc(-c3ccccc3)nn12 | 6.1% | -4.4% | -6.5%
C=CCn1cnc2c(c1=O)c1nc3ccccc3nc1n2/N=C/c1cccc(OC)c1OC | 6.5% | 0.6% | -3.0%
O=C(O)c1ccccc1C(=O)NC1CCCc2ccccc21 (stereo not drawn) | -21.1% | 0.5% | 0.2%
O=C(c1oc(=O)c2ccccc2c1-c1ccccc1)N1CCN(C2CCCCC2)CC1 | -1.0% | -6.3% | 7.8%
COCCNC(=O)C1CCN(C(=O)c2cc3sccc3n2Cc2ccc(Cl)cc2)CC1 | x | -6.5% | 15.0%
CC(=O)c1ccc(-c2ccc(C(=O)NCC(c3ccco3)N(C)C)o2)cc1 (stereo not drawn) | x | -3.8% | -11.1%
Cc1ccccc1CNC(=O)C(C)n1nc(C)n2c(cc3occc32)c1=O (stereo not drawn) | x | -5.7% | -10.6%
Cc1ccccc1NC(=S)c1ccc2ccccc2n1 | -7.0% | -11.6% | -13.5%
CCOc1ccc(CNCc2c(C(=O)O)n(Cc3ccccc3C)c3cc(OC)ccc23)cc1OC | x | -2.6% | -1.3%
O=C(N/C(=C/c1ccccc1)C(=O)N1CCCCC1)c1ccco1 | -0.4% | u | -5.0%
CC(=O)C1=C(c2ccc(Cl)c(Cl)c2)N(C(C)=O)n2c(nnc2C2CCCCC2)S1 | x | -0.2% | -1.9%
O=C(CCCn1c(=O)c2sccc2n(CC(=O)OCc2ccccc2)c1=O)NCc1ccco1 | 1.8% | -9.2% | -15.3%
Cc1ccnc(NC(=O)CN2C(=O)NC(C)(c3ccc4ccccc4c3)C2=O)c1 (stereo not drawn) | -21.1% | -1.8% | -7.4%
Cc1ccc(C)c(NC(=O)CCC(=O)N/N=C/c2ccc3c(c2)OCO3)c1 | 8.2% | 17.3% | 4.8%
CCn1ncc(NC(=S)NCCc2ccccc2)c1C(N)=O | 4.4% | -3.7% | 20.3%
Cc1cc(C(=O)CSc2nnc(-c3ccc(F)cc3)o2)c(C)n1CC1CCCO1 (stereo not drawn) | -1.1% | -7.7% | -0.2%
CC(C)c1ccc(N(CC(=O)N2CCOCC2)S(C)(=O)=O)cc1 | -8.1% | 6.6% | 4.4%
O=C(O)c1ccc(CSc2nnc(-c3ccncc3)n2-c2ccc(Br)cc2)cc1 | 6.8% | -7.8% | 0.1%

Part of the list above in order of molecular weight, high to low.
SMILES | N370S GC mod | KAT2A inh | FEN1 inh
CCOc1ccc(CNCc2c(C(=O)O)n(Cc3ccccc3C)c3cc(OC)ccc23)cc1OC | x | -2.6% | -1.3%
COc1ccc(-n2c(-c3ccco3)nc3c(cnn3-c3ccccc3Cl)c2=O)cc1 | x | -8.7% | -0.6%
CCCCOP(=O)(c1ccc(N(C)C)cc1)C(O)c1ccc(N(C)C)cc1 (stereo not drawn) | 0.6% | -1.6% | -2.5%
O=C(CCN1C(=O)COc2ccccc21)NCCN1CCc2ccccc2C1 | -12.2% | -5.9% | -3.4%
COc1ccccc1OC(=O)CCN1c2ccccc2Sc2ccccc21 | -2.5% | -11.9% | -17.7%
COCCn1c(=O)c(-c2ccccc2)nc2cnc(N3CCOCC3)nc21 | 13.4% | -22.9% | x
O=S(=O)(NC1CCCCC1Oc1ccccc1)c1ccc(Cl)cc1 (stereo not drawn) | 27.6% | -9.0% | u
CNC(=O)/C(C#N)=C\c1ccc(CNS(=O)(=O)c2ccccc2)o1 | -16.1% | -1.9% | -10.6%
Cn1c(SCC(=O)NC2CCCCC2)nnc1-c1ccncc1 | -19.1% | -0.1% | 12.6%
O=C(Nc1nnc(C2CC2)s1)c1cc(Cl)sc1Cl | -11.5% | -3.2% | -3.5%
CCn1ncc(NC(=S)NCCc2ccccc2)c1C(N)=O | 4.4% | -3.7% | 20.3%
COc1ccccc1C(=O)NCCCN1CCCC1=O | 4.0% | -7.7% | -1.2%
COc1ccc(NC(=S)Nc2ccccc2)cc1 | 1.7%&8.4% | -8.3%&-5.9% | -2.8%&-11.1%

The listing continues:
SMILES | N370S GC mod | KAT2A inh | FEN1 inh
CC1CCN(c2oc(-c3ccc(COc4ccc(Cl)cc4)o3)nc2C#N)CC1 | x | -8.1% | -3.0%
Oc1ccc2ccccc2c1CNc1ccc(Br)cn1 | u | -20.0% | -21.6%
CCOC(=O)CC1=C(C(=O)OCC)C(c2ccc(C)o2)C(C#N)=C(N)O1 (stereo not drawn) | 1.1% | -17.2% | 4.6%
Cc1cccc(NC(=O)CN2C(=O)CCS(=O)(=O)c3ccccc32)c1C | 9.7% | -3.5% | -3.8%
O=C(Nc1ccnn1C1CCN(C(=O)Cc2cccc(Cl)c2)CC1)C1CC1 | -12.7% | -6.3% | -4.6%
Clc1nc(CN2CCCCC2)nc2sc3c(c12)CCC3 | 21.5% | 1.4% | -0.7%
CC1CN(C(=O)c2ccccc2NS(=O)(=O)c2cccc([N+](=O)[O-])c2)CC(C)O1 (stereo not drawn) | -0.1% | -1.1% | 6.3%
OCCC1CN(Cc2ccc(C(F)(F)F)cc2)CCN1Cc1ccccc1 (stereo not drawn) | 8.1% | -2.3% | 11.5%
Cn1nc(C(=O)NNC(=O)C(CCC(N)=O)NS(=O)(=O)c2ccc(Cl)cc2)c2ccccc2c1=O (stereo not drawn) | x | -3.0% | -17.4%
Cc1ccc(C(C)C)c(OCC#CCN2CCOCC2)c1 | -6.3% | -21.4% | 14.4%
Cc1noc(C(=O)N2CC3(C)CC2CC(C)(C)C3)c1Cl (stereo not drawn) | -1.1% | -4.0% | -13.1%
O=S(=O)(c1cccs1)N1CCN(CC(O)COC2CCCc3ccccc32)CC1 (stereo not drawn) | 2.0% | 0.4% | 3.9%
NC(=O)c1cc(S(=O)(=O)N2CCc3ccccc3C2)cs1 | -2.5% | 1.9% | -1.8%
Cc1cccc(Oc2coc3cc(OC(=O)c4cccs4)ccc3c2=O)c1 | 5.5% | 0.7% | -18.9%
COc1ccccc1-c1c(C#N)c(SCC(=O)N2CCCC2)nc(C)c1C(N)=O | -14.8% | -8.1% | x
C/C(Cc1ccccc1)=N/NC(=O)CCCC(=O)N/N=C(/C)Cc1ccccc1 | 0.2% | -4.0% | 2.9%
CC(NC(=O)c1ccco1)C(=O)N1CCN(S(=O)(=O)c2ccccc2C#N)CC1 (stereo not drawn) | x | -3.9% | -10.9%
COc1ccc(Cc2nnc(NC(=O)Cn3cnc4c3c(=O)n(C)c(=O)n4C)s2)cc1OC | 8.1% | -17.6% | -1.2%
CC(C(=O)N1c2ccccc2CCc2ccccc21)n1nnc(-c2ccc(N(C)C)cc2)n1 (stereo not drawn) | 9.3% | -9.0% | -14.4%
CC(=O)Nc1cccc(OCC(=O)Nc2cccc(S(=O)(=O)N3CCCC3)c2)c1 | -9.2% | 1.0% | -0.9%
Cc1ccc2c(C)c(C(=O)N3CCN(C4CCS(=O)(=O)C4)CC3)oc2c1C (stereo not drawn) | 1.5% | -6.9% | -2.9%
